Bioassay records (PubChem)
m-calpain inh – blocks pig calpain II enzyme activity; purified calpain II, fluorogenic peptide substrate, 30 min; inhibition, % at 16 µM; 0.37% of 220,000 active;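 active means inhibition above about 50%, limit read from the data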
Hck Nef HTS – inhibitors of human Hck kinase activated by Nef; P08631; Recombinant Hck-YEEI plus Nef, Z-Lyte FRET kinase assay; inhibition, % at 20 µM; 0.68% of 220,000 active;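 active means Hck-Nef kinase inhibition above about 50%, limit read from the data; inactive means inhibition below that limit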;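 further: 0% = DMSO with Hck plus Nef and 100% = Hck alone without Nef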
eIF4E 4G PPI – inhibitors of eIF4E and eIF4G interaction in translation initiation. inhibition, % at 21.7 µM. AID 782. 0.37% of 220,000 active. TR-FRET eIF4E-eIF4GI(517-606) binding, 2 h;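 active means inhibition above about 30%, limit read from the data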;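 further: 0% = full FRET control wells and 100% = background wells lacking eIF4GI fragment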
Tb hexokinase – T. brucei hexokinase 1 inhibition; inhibition, % at 10 µM; 0.11% of 220,000 active; AID 1430; recombinant TbHK1, G6PDH-coupled NADH A340;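 active means inhibition of 50% or more in the single-dose primary screen; inactive means inhibition below 50%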
EP2 modulator – modulates human prostaglandin E2 receptor EP2 signaling | P43116 | induction, % at 25 µM | EP2-expressing cells, cAMP HTRF FRET, PGE2 co-stimulation | AID 940 | 0.83% of 260,000 active;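 active means compounds whose cAMP rise, as percent of the full-agonist control response, exceeds 60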;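 further: rat C6 glioma line stably carrying human EP2 under a CMV promoter; the protocol text gives 20 µM as final concentration; 100% = response of wells given 1 µM PGE2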
Target sequence (P43116 whole entry, looked up): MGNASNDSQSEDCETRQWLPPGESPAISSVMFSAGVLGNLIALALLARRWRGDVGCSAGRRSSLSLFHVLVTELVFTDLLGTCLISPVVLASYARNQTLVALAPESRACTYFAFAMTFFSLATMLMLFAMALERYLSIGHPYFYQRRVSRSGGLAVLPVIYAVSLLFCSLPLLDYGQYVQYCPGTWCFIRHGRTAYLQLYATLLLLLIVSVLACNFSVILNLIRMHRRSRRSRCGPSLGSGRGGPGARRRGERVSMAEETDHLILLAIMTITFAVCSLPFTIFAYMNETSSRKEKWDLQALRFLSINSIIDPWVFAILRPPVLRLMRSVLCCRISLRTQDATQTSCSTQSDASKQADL
EP2 antag – EP2 receptor (human) inhibition; C6 glioma cells expressing human EP2, cAMP TR-FRET; cells stimulated with saturating PGE2; inhibition, % at 25 µM; 0.52% of 260,000 active; AID 1422;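 active means percent inhibition above 40 after rounding to a whole number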;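 further: rat C6 glioma host cells with rolipram phosphodiesterase inhibitor present; the protocol text gives 20 µM as final concentration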
L929 necroptosis – blocks zVAD induced death of L929 cells. L929 zVAD necroptosis rescue, ATP luminescence, 24 h; with zVAD 60 µM. viability rescue, % at 10 µM. 0.38% of 220,000 active;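 active means activation, scaled between plate controls, above about 75%, limit read from the data; inactive means activation under that limit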;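 further: 0% = zVAD with DMSO and 100% = DMSO alone without zVAD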
Rad51 HR inh – blocks human Rad51 in homologous recombination | 0.085% of 200,000 active | inhibition, % at 10 µM | Q06609 | hRad51 DNA strand exchange, fluorescence dequenching;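 active means inhibition above 40% at the single screening dose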;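 further: 0% = DMSO control wells and 100% = blanks with heterologous ssDNA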
Target sequence (Q06609 whole entry, looked up): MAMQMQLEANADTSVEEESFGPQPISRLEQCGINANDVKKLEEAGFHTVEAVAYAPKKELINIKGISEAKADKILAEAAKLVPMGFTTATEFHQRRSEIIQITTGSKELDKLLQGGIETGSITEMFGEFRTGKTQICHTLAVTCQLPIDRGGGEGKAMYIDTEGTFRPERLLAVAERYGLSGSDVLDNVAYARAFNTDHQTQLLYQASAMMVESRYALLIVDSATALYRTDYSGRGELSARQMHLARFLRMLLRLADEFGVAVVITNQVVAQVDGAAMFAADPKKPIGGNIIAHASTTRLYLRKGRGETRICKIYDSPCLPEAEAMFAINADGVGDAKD
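material = hRad51 filaments on single-stranded DNA | reagent = Donor/quencher-labelled 47-bp dsDNA substrate | compound = 10 µM final, single point | schedule = strand-exchange reaction 15 min at room temperature | measured by = fluorescein emission 520 nm, excitation 485 nm | read-out basis = % inhibition versus plate control and blank means | benchmarks = plate controls and plate blanks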
14-3-3 Bad PPI – disrupts binding of bovine 14-3-3 zeta to phospho-Bad peptide; TR-FRET 14-3-3zeta/Dy647-pBad peptide displacement, 1 h; 0.71% of 220,000 active; inhibition, % at 21.7 µM; P63103;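 active means inhibition above about 70%, limit read from the data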;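 further: 0% = full 14-3-3 plus peptide FRET controls and 100% = background without 14-3-3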
Target sequence (P63103 whole entry, looked up): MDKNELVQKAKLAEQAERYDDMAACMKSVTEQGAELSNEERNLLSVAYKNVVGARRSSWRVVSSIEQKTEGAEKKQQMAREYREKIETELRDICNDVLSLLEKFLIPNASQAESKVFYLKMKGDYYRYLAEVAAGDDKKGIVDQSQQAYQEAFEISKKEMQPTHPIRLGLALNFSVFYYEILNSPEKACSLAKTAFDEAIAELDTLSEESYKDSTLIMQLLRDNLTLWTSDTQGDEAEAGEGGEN
* marks the source's active call; other numbers are inactive results; i = inactive; . = not tested or not shown; & = joins results of further samples; [ ] = remark or other dose. Only part of the results is shown; the hit share may differ from the screen's.

SMILES | m-calpain inh | Hck Nef HTS | eIF4E 4G PPI | Tb hexokinase | EP2 modulator | EP2 antag | L929 necroptosis | Rad51 HR inh | 14-3-3 Bad PPI
Cc1cc(=O)oc2cc(OCC(=O)OCC(=O)Nc3ccccc3F)ccc12 | -156 | 25 | 0 | -5 | -1 | 5 | 0.8 | 0 | 1
CCCCC(=O)N1CCCC(c2nc3c(nnn3Cc3cc(C)ccc3C)c(=O)[nH]2)C1 (stereo not given) | 10 | 3 | -6 | 4 | 15 | 4 | -0.4 | -1 | 10
CCOc1ccc(NC(=O)CS(=O)(=O)c2cn(C)c3ccccc23)cc1 | -2 | 0 | 2[fluorescence artefact?] | -1 | -1 | 10 | 1.2 | -2 | -2[fluorescence artefact?]
CCN1CCN(CCNC(=O)CCCCCn2c(=O)[nH]c3cc(C(=O)OC)ccc3c2=O)CC1 | -138 | 2 | -13 | -6 | 0 | 10 | -0.1 | -5 | -2
Cc1ccc(SCc2c(C#N)c3ccccc3n2C)cc1 | 9 | 7 | -1 | 18 | 41 | 6 | -0.7 | 5 | -1
O=P(COc1ccccc1)(c1ccccc1)c1ccccc1 | 15 | 2 | 1 | 1 | 22 | 11 | -0.3 | 5 | 11
OC(CNCc1ccc2c(c1)OCO2)COc1ccccc1 (stereo not given) | -8 | 14 | -7 | -2 | 5 | 4 | 0.1 | 1 | -3
CC(CN1CCOCC1)C(=O)O (stereo not given) | -3 | -1 | -1 | 1 | 19&-2 | 10&9 | 0.0 | -2 | 3
COc1ccc(C)cc1NC(=O)CNC(=O)Cn1ccc2ccccc2c1=O | 4 | 1 | 3 | -7 | 14 | 8 | -0.2 | -6 | 6
Oc1ccccc1/C=N/NC(=S)NC1CC2C=CC1C2 (stereo not given) | -10 | -22 | 7 | -16 | -46 | 11 | 0.6 | -6 | -10
COc1ccc(C(=O)Nc2ccc([N+](=O)[O-])cn2)c(OC)c1 | -7 | 2 | 4[fluorescence artefact?] | -10 | 8 | 7 | 5.7 | -12 | 0
CSc1ccc(S(=O)(=O)Nc2cccc(F)c2)cc1 | -13 | 0 | -7 | -3 | -2 | 14 | -0.3 | 15 | -2[fluorescence artefact?]
O=C1C/C(=C\c2c(F)cccc2Cl)N2CCC1CC2 | 24 | 13 | 0 | 8 | -23 | 5 | 0.1 | . | 1
Cc1ccsc1/C=N\NC(=O)c1n[nH]c2c1CCC2 | -1 | 2 | 7 | -41 | 4 | 4 | 1.2 | -10 | 6[fluorescence artefact?]
COc1ccc(-n2nc3c(c2NC(=O)c2ccc(Br)cc2)CS(=O)C3)cc1 (stereo not given) | -4 | 5 | 0[fluorescence artefact?] | -2 | 3 | 6 | 0.4 | -1 | -9
Cn1cnnc1SCC(=O)Nc1cc(S(=O)(=O)N2CCCCC2)ccc1Cl | 23 | 11 | 4 | -8 | -5 | 5 | 2.9 | 17 | 6
COc1cc(/C(C)=N/NC(=O)CSc2nc3ccccc3[nH]2)ccc1O | -12 | 26 | 6 | -16 | 2 | 7 | 0.6 | . | -1
COc1cc(OC)c(C2=NOC(C(=O)O)C2)cc1Cl (stereo not given) | 15 | 1 | -13 | 0 | 17 | 18 | 0.4 | 0 | 1
Cc1ccc(C(=O)NCC(=O)OCC(=O)NC2CCS(=O)(=O)C2)cc1C (stereo not given) | -3 | 1 | -5 | 40 | -5 | 6 | 0.7 | -5 | -29
O=C(O)C1CCC(=O)N1C1c2ccccc2Oc2ccccc21 (stereo not given) | 1 | 11 | 0 | 1 | 5 | 2 | 2.0 | -2 | 3

Some of these compounds in order of their number in 14-3-3 Bad PPI, falling:
Structure	14-3-3 Bad PPI
CCCCC(=O)N1CCCC(c2nc3c(nnn3Cc3cc(C)ccc3C)c(=O)[nH]2)C1 (stereo not given)	10
COc1ccc(C(=O)Nc2ccc([N+](=O)[O-])cn2)c(OC)c1	0
OC(CNCc1ccc2c(c1)OCO2)COc1ccccc1 (stereo not given)	-3

More records follow:
SMILES | m-calpain inh | Hck Nef HTS | eIF4E 4G PPI | Tb hexokinase | EP2 modulator | EP2 antag | L929 necroptosis | Rad51 HR inh | 14-3-3 Bad PPI
O=C1/C(=C\c2ccccn2)SC(=S)N1c1ccc(S(=O)(=O)Nc2nccs2)cc1 | 7 | 28 | 0 | -9 | -36 | 14 | 2.9 | 7 | 36
Cc1ccccc1/C=N\NC(=O)c1csnn1 | -27 | 1 | 0 | -11 | 13 | 15 | 0.0 | . | -9
CCOC(=O)c1nnn(-c2nonc2N)c1-c1ccc(OCC)cc1 | 9 | -1 | 5 | -1 | 34 | 12 | -0.2 | 18 | 4[fluorescence artefact?]
CC(=O)Nc1cccc(-c2nc3ccc(NC(C)=O)cc3[nH]2)c1 | i | -2 | 7 | 7 | 20 | 12 | 0.1 | -10 | 11
COc1ccc(N2C(=O)C(OC(C)=O)C2c2ccc(C)cc2)cc1 (stereo not given) | 14 | 0 | -1[fluorescence artefact?] | -1 | 28 | 9 | 0.6 | . | 7
COc1ccc(C2CC(=O)N3CN(c4ccccc4F)CSC3=C2C#N)cc1OC (stereo not given) | 6 | 1 | 5 | -22 | 16 | 10 | 0.8 | 5 | -3
Cc1cc(C)n(-c2nc3ccccc3n3c(C)nnc23)n1 | -10 | 23 | 1 | -30 | -9 | 6 | 0.2 | 1 | -1
CCn1c(SCC(=O)N2CCCc3ccccc32)nc2ccccc2c1=O | 10 | 2 | 0 | 18 | 4 | 12 | -0.5 | -6 | -11
COc1ccc(-c2noc(-c3ccoc3C)n2)cc1OC | 27 | 13 | -1 | 1 | -56 | 2 | -0.8 | 1 | -8
Cc1ccc(/C=C/C(=O)Nc2ccc(O)c3c(=O)cc(-c4ccccc4Cl)oc23)cc1 | -27 | 25 | -3 | -13 | 14 | 10 | -0.2 | 4 | -4
Cc1cc(Nc2cccc(Cl)c2)nc(N2CCOCC2)n1 | -22 | 5 | -6 | -7 | 29 | 14 | 37 | . | 0[fluorescence artefact?]
O=C(CSc1nccn1-c1ccc(F)cc1)NCc1ccc2c(c1)OCO2 | 2 | 0 | -4 | -1 | 4 | 9 | 0.8 | -9 | -3[fluorescence artefact?]
CSCc1nc2sc(C(=O)Nc3nc(C)cs3)c(C)c2c(=O)[nH]1 | -137 | 30 | -1 | -26 | -51 | 3 | 1.0 | -10 | -12
N/C(=N\O)c1cccc(CS(=O)(=O)c2ccccn2)c1 | 17 | 9 | -9 | -3 | 6 | 3 | 0.3 | -4 | -1
CC(=O)Nc1ccc(S(=O)(=O)NCc2ccc(C(=O)NCc3ccc4c(c3)OCO4)cc2)cc1 | 8 | 0 | -10 | 3 | -35 | 14 | 1.3 | 0 | 5
OCCC1CN(Cc2ccc3nsnc3c2)CCN1C1CCCC1 (stereo not given) | 2 | 2 | 2 | -1 | 2 | 7 | -1.1 | -9 | -3
Cc1cc(Nc2ccccc2)n2nc(C)c(-c3ccccc3)c2n1 | -102 | 8 | 2 | -4 | 24 | 8 | 2.2 | 15 | 5
O=C(NCCCN1CCOCC1)c1cc2cc(Br)ccc2oc1=O | -4 | -2 | 11 | -17 | 5 | 15 | 1.7 | 0 | 3
O=C(/C=C/C=C/c1ccccc1)c1ccco1 | -26 | 24 | 4 | -2 | -28 | 15 | -1.4 | -9 | 3
Cc1ccccc1CN(c1ccc(C(=O)N2CCCC2)cc1)S(C)(=O)=O | -2 | -11 | 0 | 0 | -20 | 9 | 0.4 | -4 | 8

Structures listed so far that have a thiophene ring, fused or not, in the order listed:
SMILES | m-calpain inh | Hck Nef HTS | eIF4E 4G PPI | Tb hexokinase | EP2 modulator | EP2 antag | L929 necroptosis | Rad51 HR inh | 14-3-3 Bad PPI
Cc1ccsc1/C=N\NC(=O)c1n[nH]c2c1CCC2 | -1 | 2 | 7 | -41 | 4 | 4 | 1.2 | -10 | 6[fluorescence artefact?]
CSCc1nc2sc(C(=O)Nc3nc(C)cs3)c(C)c2c(=O)[nH]1 | -137 | 30 | -1 | -26 | -51 | 3 | 1.0 | -10 | -12

New compounds follow:
SMILES | m-calpain inh | Hck Nef HTS | eIF4E 4G PPI | Tb hexokinase | EP2 modulator | EP2 antag | L929 necroptosis | Rad51 HR inh | 14-3-3 Bad PPI
Cc1ccc(-c2nc3ccccc3s2)cc1NC(=O)c1cc(-n2cnnc2)ccc1Cl | -81 | 91* | -8 | -33 | 7 | 9 | 0.3 | 11 | 48[fluorescence artefact?]
CCOc1cc(/C=C2\SC(=Nc3ccc(F)cc3)N(c3ccc(F)cc3)C2=O)ccc1OCC(=O)O | -100 | 29 | 3 | -24 | 46 | 8 | 6.9 | 9 | -6
CC(C)N(C(=O)CSc1nnc(-c2ccc3c(c2)OCO3)n1C)C(C)C | 30 | 39 | 1 | 20 | -14&-33 | 9&5 | 2.8 | -6 | 12
CCS(=O)(=O)n1nc(-c2ccc(OC)cc2)nc1N | -5 | 19 | 2 | -1 | 0 | 1 | 0.6 | 9 | -5
O=C(NNC1CC(=O)N(c2ccc3c(c2)OCCO3)C1=O)c1ccccc1 (stereo not given) | -22 | 1 | -9[fluorescence artefact?] | 3 | 17 | 7 | -0.3 | -3 | 1[fluorescence artefact?]
CC(C)OP(=O)(c1ccc(N(C)C)cc1)C(Nc1ccccc1)c1ccccc1 (stereo not given) | 11 | 13 | 1 | 5 | 13 | 3 | -0.8 | 13 | -5
COc1cccc(C2N(c3ccc(Cl)c(Cl)c3)C(=O)C3CCCN32)c1OC (stereo not given) | 8 | 1 | -3 | -10 | 3 | 9 | -0.4 | -1 | 7
Cc1ccc(NC(=S)NC2CCN(Cc3ccccc3)CC2)c(C)c1 | 10 | -1 | 1 | 5 | -16 | 2 | 0.5 | -5 | -5
Cc1ccc(S(=O)(=O)CCN2CCC(n3cccc3)CC2)cc1 | 15 | 36 | 6 | -1 | -8 | 14 | 2.4 | 24 | -7
O=[N+]([O-])c1ccc(-c2cnc(NO)nc2)cc1 | -4 | 4 | -3 | -25 | -14 | 6 | 2.6 | 9 | -3[fluorescence artefact?]
O=C(Nc1ccc(F)cc1F)N1CCCN(c2ccc(C(F)(F)F)cn2)CC1 | 4 | 12 | -1 | 3 | -29 | 8 | 0.4 | 8 | -1
CCCOc1ccc(N2C(=O)CC(S/C(N)=N/N=C(\C)c3cccs3)C2=O)cc1 (stereo not given) | -49 | -1 | -2 | -26 | -22 | 4 | -0.3 | -5 | -4
O=C(C1CC(c2ccccc2O)=NO1)N1CCCCC1 (stereo not given) | 6 | 2 | 2 | -3 | -67&-13 | 9&9 | 0.4 | -2 | 8
O=C(Nc1ccccc1F)c1ccn[nH]1 | -4 | 16 | -4 | 1 | -3 | 6 | 1.1 | -19 | -4
Clc1ccc(Cn2ncc3c(NCc4ccccc4)ncnc32)cc1 | 20 | 1 | -2 | -8 | -34 | 21 | 0.2 | -2 | 8
Cc1ccc(-c2noc(-c3ccoc3C)n2)cc1 | -15 | 21 | -1 | 3 | 22 | 2 | 0.8 | 3 | -11
Cc1[nH]n(-c2ccc([N+](=O)[O-])cc2)c(=O)c1C=NCCN1CCN(C(=O)c2ccc(F)cc2)CC1 | -59 | 1 | 7 | -51 | -54 | . | -2.9 | . | -9
COCC(=O)n1nc(-c2ccccc2)nc1NCc1cccs1 | -2 | 24 | 0 | -6 | 5 | 4 | 82* | 6 | -1
O=C(Nc1ccccc1)N1CCC(C(=O)N(Cc2ccco2)Cc2cccs2)CC1 | -15 | 0 | -10 | 5 | 21 | 4 | 0.1 | 10 | 10
Cc1nc(SCC(=O)N2CC(C)OC(C)C2)nc(C)c1C (stereo not given) | -4 | -1 | 0 | 5 | -6 | 13 | -0.4 | -1 | 12
Cc1nnc(NC(=O)c2ccc(-c3cccc(C(F)(F)F)c3)o2)s1 | -22 | 5 | -13 | -5 | 0 | 12 | 0.3 | 9 | 19
Cn1cccc1C(=O)NC(=O)COC(=O)c1ccccc1O | -17 | 0 | -19 | 17 | 3 | 11 | -0.2 | 3 | -7[fluorescence artefact?]
